TDP1 cell CPT: DT40-hTDP1 cell growth loss with CPT | chicken DT40 Tdp1-/-;hTDP1 cells + 20 nM CPT, ATP luminescence, 48 h | Potency, µM (doses to about 46.2 µM), inactives show at the top dose activity change, negative = growth inhibition, actives largely listed as inhibitors | 420,000 tested, 12% active | AID 686979; note: nearly all actives have a fitted effect of over 55% in size
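Chicken DT40 Tdp1-/- cells stably complemented with human TDP1 were seeded at 400 cells/well in medium containing 20 nM camptothecin, exposed to pin-transferred compounds, and grown at 37 °C for at least 48 hr. Viability was read as ATP luminescence.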
TDP1 cell noCPT: qHTS for Inhibitors of human tyrosyl-DNA phosphodiesterase 1 (TDP1): qHTS in cells in absence of CPT; DT40 Tdp1-/- hTDP1 cells, no CPT, ATP luminescence, 48 h; Potency, µM (highest dose often 46.2 µM), inactives show at the highest dose activity change, negative = growth inhibition, most hits filed as inhibitors; 420,000 tested, 15% active; note: nearly all actives have a fitted effect of over 55% in size
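Compound effects on proliferation are scored in DT40 Tdp1-/-;hTDP1 cells in the absence of CPT. ATP levels (CellTiter-Glo luminescence) are recorded after a ≥48 hr, 37 °C incubation.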
TDP1 inh: blocks human tyrosyl-DNA phosphodiesterase 1; Q9NUW8; recombinant TDP1, AlphaScreen DNA substrate cleavage; Potency, µM (top dose mostly 130 µM), for the others: at the highest dose activity change, negative = inhibition, usual class: inhibitors; AID 485290; 350,000 tested, 0.28% active; note: nearly all actives have a fitted effect of over 40% in size
Target sequence (Q9NUW8 whole entry, looked up): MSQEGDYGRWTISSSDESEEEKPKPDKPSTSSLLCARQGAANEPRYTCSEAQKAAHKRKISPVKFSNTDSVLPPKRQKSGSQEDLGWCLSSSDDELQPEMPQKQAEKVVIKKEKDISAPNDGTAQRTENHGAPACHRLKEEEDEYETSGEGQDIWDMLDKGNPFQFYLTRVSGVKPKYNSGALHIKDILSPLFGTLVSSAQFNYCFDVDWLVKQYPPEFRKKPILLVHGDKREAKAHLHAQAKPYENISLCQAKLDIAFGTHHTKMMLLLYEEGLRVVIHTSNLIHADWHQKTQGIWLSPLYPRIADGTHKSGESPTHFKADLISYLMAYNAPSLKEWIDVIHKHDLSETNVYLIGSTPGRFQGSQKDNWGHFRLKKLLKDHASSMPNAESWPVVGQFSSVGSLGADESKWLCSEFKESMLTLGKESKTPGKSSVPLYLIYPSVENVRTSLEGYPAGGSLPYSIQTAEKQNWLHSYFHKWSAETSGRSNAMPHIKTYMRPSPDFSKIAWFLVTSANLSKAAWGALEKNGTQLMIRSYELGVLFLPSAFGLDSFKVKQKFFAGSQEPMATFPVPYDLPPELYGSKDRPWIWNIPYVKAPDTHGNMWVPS
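Tdp1 1 nM final; 15 min RT w/ cpd; substrate 15 nM, 5 min; beads 10 ug/ml, 10 min; AlphaScreen read. Neg ctrl: no enzyme.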
Starred values were filed as active, the others as inactive; ? = inconclusive; . = not tested or not shown; [ ] = remark or other dose. Calls come from the whole dose curve; as a rule, active = well fitted curve in the direction sought with a large enough effect; inconclusive = small, poorly fitted or top-dose-only effect, or another doubt; inactive = no such curve, though single readings can be large; an effect the other way counts as inactive or inconclusive. % is set by controls: 0 for no effect and ±100 for the full control effect; potency is the fitted concentration of half-maximal effect.

SMILES	TDP1 cell CPT	TDP1 cell noCPT	TDP1 inh
Cc1ccc(NC(=O)CC2C(=O)NC3CCCCC3N2C(=O)c2ccc(F)cc2)cc1C (centres undefined)	?	-28.8%	6.5%
CCOc1ccc(CNC(=O)C2CCCN(S(=O)(=O)N(CC)c3ccc(OCC)cc3)C2)cc1 (centres undefined)	?	20.6µM*	2.6%
CC(=O)Nc1nnc(C)s1	1.4%	-0.4%	2.6%
O=C(CSc1nnc(-c2ccc(O)cc2)o1)Nc1ccccc1	6.0%	-19.8%	0.9%
COCCn1c(C)cc(O)c(C(c2ccc(Cl)cc2)N2CCCCC2)c1=O (centres undefined)	4.1%	0.4%	2.7%
Cc1ccc(CNC(=O)CN2C(=O)CSc3c2c(C)nn3-c2ccccc2)cc1	-3.7%	-0.2%	5.8%
OCCCCNc1cccc2ccccc12	?	-27.5%	4.2%
CCOC(=O)CSc1nc(C)cc(C)c1C(N)=O	-2.8%	-8.7%	2.5%
Cc1ccccc1OCCN1CCC(Cc2ccccc2)CC1	?	20.6µM*	-2.6%
CCOC1=C2[C@@H](CN(S(=O)(=O)c3ccccc3)[C@H]2c2ccccc2)[C@H]2C(=O)N(c3ccccc3)C(=O)[C@H]2C1	?	-22.8%	.
COc1cccc2cc(C(=O)OCC(=O)NCc3ccc4c(c3)OCO4)c(=O)oc12	-6.8%	-0.3%	2.9%
Cc1cccnc1NC(=O)c1cc2ccccc2oc1=O	-26.5%	?	-2.6%
CC1Cc2ccccc2N1C(=O)COC(=O)c1cccnc1Cl (centres undefined)	-27.0%	-9.4%	-1.0%
CCC(CC)C(=O)Nc1nnc(-c2cccs2)s1	1.4%	?	-4.1%
Cc1ccnc(NC(=O)CCC(=O)N(CC(=O)NCc2ccccc2)c2ccc3c(c2)OCO3)c1	7.31µM*	23.1µM*	5.5%
COc1ccccc1-c1nc(SCC(=O)Nc2ccc(C)c(C)c2)n[nH]1	23.1µM*	23.1µM*	3.2%
COc1ccc(C(=O)O/N=C(\N)c2cccc(C)c2)cc1OC	?	-11.5%	.
CCC(CC)c1nnc(NC(=O)C2CC(=O)N(CCc3ccc(F)cc3)C2)s1 (centres undefined)	1.1%	-17.5%	8.9%
COc1cc(CC(=O)OCC(=O)Nc2cc([N+](=O)[O-])ccc2F)cc(OC)c1OC	-7.0%	-0.4%	5.4%
S=C1NC2(CCCCC2)NN1c1ccccc1	23.1%	?	8.4%
CN(CC(=O)Nc1ccc(OC(F)(F)F)cc1)C(=O)C1CCC1	-22.9%	?	0.7%
CCN(C(=O)COc1cccc(-n2cnnn2)c1)C1CCS(=O)(=O)C1 (centres undefined)	-2.1%	12.0%	-0.1%
Fc1cccc(-n2ncc(-c3nnnn3-c3ccccc3)c2C(F)(F)F)c1	-5.9%	-23.1%	3.2%
CCC(Sc1nccn1C)C(=O)Nc1cccc2ccccc12 (centres undefined)	-3.8%	-19.4%	8.0%[56.1 µM]
O=C(Nc1ccc2c(c1)OCO2)C(c1ccccc1)N1CCC2(CC1)OCCO2 (centres undefined)	-1.1%	-11.4%	2.3%

Limited to TDP1 cell noCPT and TDP1 inh (two entries from above):
structure,TDP1 cell noCPT,TDP1 inh
Cc1cccnc1NC(=O)c1cc2ccccc2oc1=O,?,-2.6%
CC1Cc2ccccc2N1C(=O)COC(=O)c1cccnc1Cl (centres undefined),-9.4%,-1.0%

Other compounds:
SMILES	TDP1 cell CPT	TDP1 cell noCPT	TDP1 inh
COc1cc(C(=O)N/N=C/c2ccc(OC)c(CN3CCN(c4ccc(F)cc4)CC3)c2)ccc1O	?	?	3.4%
COc1ccc(OC)c(-c2nnc(SCC(=O)N3CCCc4ccccc43)o2)c1	?	?	4.2%
CCOc1ccc(/C=C/C(=O)c2cc(Br)ccc(=O)c2O)cc1	4.61µM*	3.66µM*	10.5%
O=C(NCc1ccc2c(c1)OCO2)c1ccc(COc2cc(Cl)ccc2Cl)o1	-27.7%	-0.9%	-1.1%
CCOc1ccc(NC(=O)CN2C(=O)C3(SCC(=O)N3c3ccc(F)cc3)c3ccccc32)cc1 (centres undefined)	23.1µM*	?	0.0%
Cc1cccc(CNC(=O)Nc2nnc([C@@H]3C[C@H](O)[C@@H](CO)O3)s2)c1	18.8%	14.8%	.
Cc1ccc[n+](CC(=O)Nc2cccc(Cl)c2)c1	-0.4%	-0.1%	.
COc1cccc(CNC(=O)[C@@H]2CCCN2C(=O)[C@@H]2CCCN2)c1	0.9%	-15.6%	.
COc1ccccc1N(C)S(=O)(=O)c1ccc(C(=O)OCC(N)=O)cc1	18.0%	-29.9%	0.0%
C=CCC(O)(CCN1CCCCC1)c1ccccc1 (centres undefined)	-0.2%	-12.2%	4.1%
CN(C)CCC(C(=O)c1ccccc1)c1ccncc1 (centres undefined)	-24.7%	-10.5%	.
CCOc1ccc(-n2c(=O)[nH]cc(C(=O)N3CCCc4ccccc43)c2=O)cc1	-10.8%	-3.2%	6.4%
COc1ccccc1Cn1c(=S)[nH]c2cc(C(=O)NCCN(C)C)ccc2c1=O	?	-18.6%	.
O=[N+]([O-])c1cccnc1N1CCOCC1	-9.7%	-4.9%	1.9%
COc1ccc(C2C(C(C)=O)=C(O)C(=O)N2c2nc3ccccc3s2)cc1OC (centres undefined)	-6.7%	-3.5%	-3.4%
CN(C)C(CNC(=O)CCc1nc2cc(Cl)ccc2n(Cc2ccccc2)c1=O)c1ccccc1 (centres undefined)	?	16.4µM*	-5.6%
Fc1ccc(CSc2nnc(-c3cccnc3)n2Cc2ccco2)cc1	?	-25.9%	1.0%
O=C(c1cc2ccccc2oc1=O)N1CCN(c2ccc(N3CCOCC3)nn2)CC1	-7.5%	-12.9%	2.2%
Oc1ccc(Br)cc1CNc1nccs1	-15.4%	?	.
Cc1cccc(C(=O)NCc2cn3cccc(C)c3n2)c1	-7.0%	2.1%	11.4%
Cc1coc2cc3oc(=O)c(CCC(=O)NCc4ccccc4Cl)c(C)c3cc12	-18.6%	-1.5%	0.0%
CC[C@H](C)[C@H]1CNC(=S)N1CC1CCN(CC)CC1	-5.5%	1.4%	.
CCC(=O)Nc1ccccc1C(=O)N1CCCC1	-2.0%	-16.1%	1.9%
Cc1nn(CC(=O)c2ccc(Cl)cc2Cl)c(C)[n+]1N	5.9%	-1.4%	2.8%
COc1ccc(-c2cc(C(F)(F)F)n3nc(C(=O)Nc4cc(C(F)(F)F)ccc4Cl)cc3n2)cc1OC	14.7%	?	1.9%

21 structures out of the list, ordered by molar mass, rising:
SMILES	TDP1 cell CPT	TDP1 cell noCPT	TDP1 inh
O=[N+]([O-])c1cccnc1N1CCOCC1	-9.7%	-4.9%	1.9%
CCC(=O)Nc1ccccc1C(=O)N1CCCC1	-2.0%	-16.1%	1.9%
C=CCC(O)(CCN1CCCCC1)c1ccccc1 (centres undefined)	-0.2%	-12.2%	4.1%
Cc1ccc[n+](CC(=O)Nc2cccc(Cl)c2)c1	-0.4%	-0.1%	.
CN(C)CCC(C(=O)c1ccccc1)c1ccncc1 (centres undefined)	-24.7%	-10.5%	.
Cc1cccc(C(=O)NCc2cn3cccc(C)c3n2)c1	-7.0%	2.1%	11.4%
CC[C@H](C)[C@H]1CNC(=S)N1CC1CCN(CC)CC1	-5.5%	1.4%	.
Oc1ccc(Br)cc1CNc1nccs1	-15.4%	?	.
Cc1nn(CC(=O)c2ccc(Cl)cc2Cl)c(C)[n+]1N	5.9%	-1.4%	2.8%
Cc1cccc(CNC(=O)Nc2nnc([C@@H]3C[C@H](O)[C@@H](CO)O3)s2)c1	18.8%	14.8%	.
CCOc1ccc(/C=C/C(=O)c2cc(Br)ccc(=O)c2O)cc1	4.61µM*	3.66µM*	10.5%
COc1ccccc1N(C)S(=O)(=O)c1ccc(C(=O)OCC(N)=O)cc1	18.0%	-29.9%	0.0%
CCOc1ccc(-n2c(=O)[nH]cc(C(=O)N3CCCc4ccccc43)c2=O)cc1	-10.8%	-3.2%	6.4%
COc1ccc(C2C(C(C)=O)=C(O)C(=O)N2c2nc3ccccc3s2)cc1OC (centres undefined)	-6.7%	-3.5%	-3.4%
COc1ccc(OC)c(-c2nnc(SCC(=O)N3CCCc4ccccc43)o2)c1	?	?	4.2%
COc1ccccc1Cn1c(=S)[nH]c2cc(C(=O)NCCN(C)C)ccc2c1=O	?	-18.6%	.
O=C(NCc1ccc2c(c1)OCO2)c1ccc(COc2cc(Cl)ccc2Cl)o1	-27.7%	-0.9%	-1.1%
O=C(c1cc2ccccc2oc1=O)N1CCN(c2ccc(N3CCOCC3)nn2)CC1	-7.5%	-12.9%	2.2%
CN(C)C(CNC(=O)CCc1nc2cc(Cl)ccc2n(Cc2ccccc2)c1=O)c1ccccc1 (centres undefined)	?	16.4µM*	-5.6%
CCOc1ccc(NC(=O)CN2C(=O)C3(SCC(=O)N3c3ccc(F)cc3)c3ccccc32)cc1 (centres undefined)	23.1µM*	?	0.0%
COc1ccc(-c2cc(C(F)(F)F)n3nc(C(=O)Nc4cc(C(F)(F)F)ccc4Cl)cc3n2)cc1OC	14.7%	?	1.9%

Next results.
SMILES	TDP1 cell CPT	TDP1 cell noCPT	TDP1 inh
CC1CCc2c(nc3ncnn3c2NCCc2ccccc2F)C1 (centres undefined)	?	13µM*	2.8%
CN1CCc2c(sc(/N=C/c3c[nH]c4ccccc34)c2C(N)=O)C1	-103.4%	16.4µM*	?
CC1CCN(S(=O)(=O)c2cccc(-c3csc(-c4cccnc4)n3)c2)CC1	?	?	0.0%
COc1ccc(C(=O)NCCNc2nc3cc(C)c(C)cc3cc2C)cc1	1.3%	?	.
Cc1ccccc1Cn1c(C)c(C(=O)NCCC#N)sc1=O	-4.5%	-5.0%	.
O=C(NCCCCCCCCCNC(=O)C(F)(F)F)C(F)(F)F	-14.6%	?	0.0%
COC(=O)c1[nH]nc2c1C(=O)N(Cc1ccccc1)C2=O	-4.9%	-3.7%	4.9%
O=C(Nc1nnc(-c2ccc(Cl)cc2)o1)c1cccc(N2C(=O)CCC2=O)c1	-19.4%	-14.8%	8.5%
CCCCNC(=O)c1oc2ccc(S(=O)(=O)N3CCCC3)cc2c1C	?	?	.
O=C(OCC(=O)N1CCOCC1)c1ccc2ccccc2c1	1.6%	-8.7%	0.8%
COc1ccc(CCNC(=O)c2ccc3c(c2)N(Cc2ccccc2Cl)C(=O)c2ccccc2S3)cc1OC	6.51µM*	7.31µM*	4.7%
Cc1cccc(C)c1NC(=O)CCCSc1nnc(-c2ccc(Cl)cc2)n1-c1ccccc1	23.1µM*	16.4µM*	-3.4%
CC(C)C(C(=O)NCc1ccco1)N(Cc1ccco1)C(=O)CNS(=O)(=O)c1ccc(F)cc1 (centres undefined)	2.8%	0.1%	5.8%[0.0935 µM]
Cc1ccc(C)c(S(=O)(=O)N2CCC3(CC2)OCCO3)c1	-5.3%	6.9%	0.7%
COC(=O)c1c(NC(=O)COc2ccc(C(C)C)cc2)sc2c1CCCC2	?	23.1µM*	4.8%[12.3 µM]
COCCn1c(-c2ccccc2F)n[nH]c1=S	3.2%	0.5%	3.3%
CCOc1cccc(CN2CCN(Cc3ccc(C)o3)C(CCO)C2)c1O (centres undefined)	-14.4%	-24.6%	0.0%
CN(CCO)C(=O)c1cccc2c1-c1ccccc1C2=O	-2.1%	-8.9%	4.0%
Cc1ccc(C(O)c2ncc(-c3ccccc3C)[nH]2)cc1F (centres undefined)	?	?	.
COc1ccc(CN(C(=O)CSc2nnc(-c3c[nH]c4ccccc34)o2)c2ccc(F)cc2)cc1OC	8.2µM*	9.2µM*	6.6%
CC1CCN(CCCNC(=O)CCc2nnc3n(CCc4ccccc4)c(=O)c4ccccc4n23)CC1	?	16.4µM*	0.9%
CC(C)C(c1nnnn1C1CCCC1)N1CCC(C(N)=O)CC1 (centres undefined)	18.4%	-2.2%	0.0%
O=C(Nc1cc(S(=O)(=O)N2CCOCC2)ccc1N1CCCC1)c1ccccc1C(F)(F)F	6.1%	13.5%	.
Cn1cc(Br)c(C(=O)NNC(=O)c2ccccc2)n1	2.3%	-0.8%	-2.7%
O=C(Nc1oc2ccccc2c(=O)c1-c1ccc2c(c1)OCO2)c1ccco1	-29.7%	-23.5%	.
CCN(CC)P(=O)(Nc1ccc(C)cc1Br)c1ccc(N(C)C)cc1NC(=O)c1ccco1 (centres undefined)	?	16.4µM*	5.0%
O=C(Nc1ccc(CN2CCOCC2)cc1)c1cccc(F)c1	-11.4%	-8.4%	1.0%
COc1ccccc1NC(=O)c1c(NC(=O)c2ccco2)sc2c1CCC2	?	?	4.2%
Cc1ccccc1NC(=O)c1c(C)oc2ccc(O)c(CN3CCN(C)CC3)c12	16.4µM*	?	-7.4%

From PubChem BioAssay
